TSHR antag: antagonists of human thyroid stimulating hormone receptor; activity change, negative = inhibition, % at 11.5 µM; TSHR-expressing cells, TSH-stimulated cAMP HTRF, 2 h; stronger effect = lower value; P16473; actives 0.2% (n = 330,000); AID 504810;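 active = activity change below a set negative limit, meaning inhibition stronger than a set level, cut at about -70% in these data; inconclusive = activity change between two set negative limits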; note: % is set by controls: 0 for no effect and ±100 for the full control effect
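Read-out is FRET at 665 nm (cryptate excitation 337 nm) from a cryptate-tagged anti-cAMP antibody, competed by cell cAMP against cAMP-d2. Compounds are tested on freshly harvested TSHR cells challenged with 4nM TSH (EC80) for 2 hours at 37 deg C.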
A-T KAP1 phos: candidate therapy for ataxia-telangiectasia; Potency, µM (top dose mostly 57.5 µM), inactives show top-dose activation, hits mostly activators; […] A-T fibroblasts, KAP-1 phosphorylation AlphaLISA; neocarzinostatin DNA damage 30 min before lysis; actives 0.19% (n = 320,000); AID 485349; note: potency is the fitted concentration of half-maximal effect; % of control where 0% means no effect; nearly all actives have a fitted effect of over 45% in size
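ATM-like activity read as KAP-1 phosphorylation via AlphaLISA donor/acceptor antibody pairs after lysis and 6 hr at 25C. Cells were ATM-null patient fibroblasts ([…], hTERT), dosed 60 min, then exposed to the DSB inducer NCS for 30 min.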
a7 integrin act: activators of alpha7 integrin expression for muscular dystrophy; alpha7betagal myoblasts, beta-gal FDG fluorescence, 48 h; Potency, µM (doses to about 38.3 µM), for the others: top-dose activation, actives largely listed as activators; actives 0.064% (n = 350,000);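 note: potency is the fitted concentration of half-maximal effect; 100% = response of the positive control SU9516; nearly all actives have a fitted effect of over 60% in size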
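alpha7betagal+/- myoblasts (passage 13, 250/well) treated 48 h at 37C with compounds at 1:260 dilution of DMSO stock. Lysed, then beta-galactosidase activity read as FDG fluorescence (ex 480/em 540) after 30 min, with pre-read for autofluorescence.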
ASM inhibitor: human S-ASM enzyme inhibition | Potency, µM (titrated, usually from 57.5 µM), for the others: top-dose activity change, negative = inhibition, actives largely listed as inhibitors | actives 0.006% (n = 340,000) | placental ASM, HMU-PC fluorogenic substrate, 60 min; note: potency is the fitted concentration of half-maximal effect
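Fluorescence read-out (Ex 386 nm, Em 447 nm) after stopping the reaction at pH 10. Enzyme: ASM from human placenta; substrate HMU-PC0, 9 uM final; 60 min, 37 °C. Compound preincubation 10 min, ambient temperature.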
PTAP TSG101 blk: blocks PTAP/TSG101 interaction to inhibit HIV-1 budding; Q99816; Fluorescence polarization, FITC-PTAP peptide / Tsg101 binding; Potency, µM (highest dose often 115 µM), inactives show at the top dose activity change, negative = inhibition, most hits filed as inhibitors; 340,000 tested, under 10 active; AID 493005; active = well fitted inhibition curve with a large enough effect in the main read-out, with a control signal flat, not every such curve was filed as active; inconclusive = small, poorly fitted or top-dose-only effect, or effect the other way, or a change in a side signal; inactive = no such curve, though single readings can be large or run the other way; note: potency is the fitted concentration of half-maximal effect; % of control where 0% means no effect
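Fluorescence polarization binding of Tsg101 binding domain (10 uM final) to FITC-labeled PTAP peptide (50 nM final) in HEPES pH 7.5 buffer with NaCl, Tween 20, EDTA, TCEP. Compounds added before peptide; binding 20 min at RT.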
Mito fusion yeast: inhibitors of mitochondrial division or activators of mitochondrial fusion; S. cerevisiae fusion-defective mutant growth rescue, CellTiterGlo 48 h; Potency, µM (series often up to 46.1 µM), inactives show top-dose growth rescue (activation), hits mostly activators; actives 0.23% (n = 320,000);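 note: potency is the fitted concentration of half-maximal effect; % of control where 0% means no effect; nearly all actives have a fitted effect of over 45% in size; temperature-sensitive fusion mutants such as fzo1-1 at 37 °C on non-fermentable ethanol glycerol medium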
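Read-out: ATP-based luminescence (CellTiterGlo, 10 min ambient) reporting growth of fusion-defective ts yeast after 48 hours at 37C on glycerol/ethanol YPEG medium in the presence of compound.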
Tb PFK inh: T. brucei PFK enzyme inhibition. O15648. T. brucei PFK, ADP-Glo luminescence. Potency, µM (top dose mostly 57.5 µM), for the others: at the highest dose activity, negative = inhibition, most hits filed as inhibitors. actives 0.17% (n = 330,000). AID 485367;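 note: potency is the fitted concentration of half-maximal effect; 0% = uninhibited 1x PFK enzyme wells and -100% = no-enzyme wells; nearly all actives have a fitted effect of over 60% in size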
Target sequence (O15648 whole entry, looked up): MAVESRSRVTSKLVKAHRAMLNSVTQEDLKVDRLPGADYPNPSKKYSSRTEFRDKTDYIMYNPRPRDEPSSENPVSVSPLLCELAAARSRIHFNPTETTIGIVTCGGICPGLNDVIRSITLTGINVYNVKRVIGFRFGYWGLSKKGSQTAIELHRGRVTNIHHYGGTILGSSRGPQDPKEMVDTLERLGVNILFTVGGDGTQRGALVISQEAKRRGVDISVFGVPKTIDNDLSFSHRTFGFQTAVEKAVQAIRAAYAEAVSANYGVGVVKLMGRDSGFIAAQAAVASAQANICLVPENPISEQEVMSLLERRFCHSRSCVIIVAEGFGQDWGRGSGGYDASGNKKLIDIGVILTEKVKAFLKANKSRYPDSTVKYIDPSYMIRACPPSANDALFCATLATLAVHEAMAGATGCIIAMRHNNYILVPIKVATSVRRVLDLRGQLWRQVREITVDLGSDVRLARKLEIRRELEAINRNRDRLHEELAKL
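1.25 nM PFK with 0.5 mM F6P and 0.1 mM ATP in 0.1 M TEA pH 8.0, 5 mM MgCl2, incubated 45 min at room temperature; ADP measured by ADP-Glo luminescence; compounds titrated up to 57 uM.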
ELG1 DNA repair: inhibitors of ELG1-dependent DNA repair in HEK293T cells | HEK293T ELG1-luciferase reporter, luminescence, 16 h; DNA damage induced by 5-fluorouridine | actives 2.3% (n = 330,000) | Potency, µM (series often up to 46.1 µM), inactives show at the top dose activity change, negative = inhibition, usual class: inhibitors; note: potency is the fitted concentration of half-maximal effect; % is set by controls: 0 for no effect and ±100 for the full control effect; nearly all actives have a fitted effect of over 55% in size
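Reporter activity after DNA damage by 5-fluorouridine is monitored. Compound-treated cells incubate 16 hr at 37 °C, then ONE-Glo is added for 30 min before luminescence reading.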
Chronic BCR inh: blocks chronic active B-cell receptor signaling; ABC-DLBCL IkBa-CBG/CBR reporter, luminescence ratio, 4 h; Potency, µM (top dose mostly 46.1 µM), inactives show at the highest dose ratio change, negative = lower green/red ratio, hits mostly inhibitors; actives 0.05% (n = 340,000); active = well fitted inhibition curve with a large enough effect in the signal ratio, with a control signal flat, not every such curve was filed as active; inconclusive = small, poorly fitted or top-dose-only effect, or effect the other way, or a change in a side signal; the % refers to the signal ratio;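 note: potency is the fitted concentration of half-maximal effect; plate controls were basal doxycycline-induced cells for no effect and cells given 10 µM MG132 for full effect; MG132 reads +100%, hits lower the ratio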
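Compounds up to 46 uM were incubated four hours with TMD8 cells whose green CBG68 luciferase is fused to IkappaBalpha; red CBR luminescence normalised the signal, and concentration-effect curves were fitted to fusion, red and ratio data.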
TCR act: activators of T cell receptors. primary human leukocytes, anti-CD3, IL-2 HTRF, 48 h. Potency, µM (top dose mostly 9.22 µM), without a hit: at the highest dose activation of IL-2 secretion, most hits filed as activators. 330,000 tested, under 10 active. AID 504894; note: % of control where 0% means no effect
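Primary human leukocytes incubated 48 hr with anti-CD3 beads plus compound, without co-stimulation. Secreted IL-2 measured by HTRF (europium cryptate/d2 anti-IL-2 pair, 320 nm excitation, 665 nm emission).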
Eya2 inh: blocks the phosphatase activity of human Eya2; O00167; Potency, µM (highest dose often 76.9 µM), inactives show at the highest dose activity, negative = inhibition, usual class: inhibitors; recombinant Eya2, OMFP fluorescence dephosphorylation (OMFP is methylfluorescein phosphate); AID 488837; actives 0.006% (n = 330,000); note: potency is the fitted concentration of half-maximal effect; % is set by controls: 0 for no effect and ±100 for the full control effect
Target sequence (O00167 whole entry, looked up): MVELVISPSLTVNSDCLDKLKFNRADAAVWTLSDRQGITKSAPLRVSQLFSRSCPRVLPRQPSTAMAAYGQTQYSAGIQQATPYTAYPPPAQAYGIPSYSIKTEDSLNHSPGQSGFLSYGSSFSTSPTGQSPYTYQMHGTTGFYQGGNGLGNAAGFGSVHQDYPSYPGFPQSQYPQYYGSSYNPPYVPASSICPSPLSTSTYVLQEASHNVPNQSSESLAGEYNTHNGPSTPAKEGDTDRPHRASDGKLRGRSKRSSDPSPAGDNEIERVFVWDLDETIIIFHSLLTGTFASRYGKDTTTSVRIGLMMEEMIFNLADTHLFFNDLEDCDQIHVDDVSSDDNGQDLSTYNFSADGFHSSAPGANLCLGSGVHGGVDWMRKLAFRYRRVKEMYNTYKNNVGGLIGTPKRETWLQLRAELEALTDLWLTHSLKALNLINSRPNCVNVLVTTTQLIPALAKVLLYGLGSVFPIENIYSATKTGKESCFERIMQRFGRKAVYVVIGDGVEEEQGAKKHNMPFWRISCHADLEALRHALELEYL
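Eya2 (0.2 uM) preincubated 10 min at ambient with compound, then OMFP substrate added at 50 uM; 10 min reaction in 50 mM HEPES pH 7.5, 50 mM NaCl, 5 uM MgCl2, 0.05% BSA, 1 mM DTT. Fluorescence read at Ex 485/Em 525 nm.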
Numbers without * were called inactive; ? = inconclusive; · = no result given; [ ] = another dose, or the depositor's remark. Unless noted, calls come from the whole dose curve; as a rule, active = well fitted curve in the direction sought with a large enough effect; inconclusive = small, poorly fitted or top-dose-only effect, or another doubt; inactive = no such curve, though single readings can be large; an effect the other way counts as inactive or inconclusive.

SMILES,TSHR antag,A-T KAP1 phos,a7 integrin act,ASM inhibitor,PTAP TSG101 blk,Mito fusion yeast,Tb PFK inh,ELG1 DNA repair,Chronic BCR inh,TCR act,Eya2 inh
COc1cc(/C=C2/NC(=O)N(Cc3ccccc3F)C2=O)cc(OC)c1O,-8,-1%,3%,-6%,-8%,-1%,-3%,-4%,16%,3%,-14%
O=C(Nc1ccccc1)NC1(C(=O)N2CCC(O)CC2)CCCCC1,8,-9%,4%,0%,-8%,-2%,0%,8%,-8%,-3%,3%
Cc1ccc(S(=O)(=O)N2CCCCC2)cc1NC(=O)Cc1c[nH]c2ccccc12,-5,0%,20%,-4%,1%,-7%,-7%,-20%,-5%,-1%[46.1 µM],8%
Cc1ccc(NS(=O)(=O)c2ccc(Cl)c(C(=O)Nc3cccc(C(=O)O)c3)c2)cc1,-5,5%,-21%,0%,-6%,2%,-7%,-6%,3%,-12%,-2%
CCCCOC(=O)CSC1=C(C#N)C(c2cccnc2)C(C(=O)OCC)=C(c2ccccc2)N1 (stereo not given),9,-5%,-6%,3%,-5%,-8%,-1%,?,-4%,·,-15%
CC(NC(=O)CCc1nnc(-c2ccc(-c3ccccc3)cc2)o1)c1nccs1 (stereo not given),-5,6%,0%,-3%,0%,4%,0%,?,0%,·,-2%
CCOC(=O)CN1C(=O)C(=O)N(Cc2ccccc2F)C1=O,12,4%,19%,2%,-14%,-17%,2%,?,4%,0%,-2%
CCOc1ccc(S(=O)(=O)N2CCC(C(=O)NC3CCCC3)CC2)cc1,0,2%,-5%,·,1%,2%,0%,-2%,-2%,2%,1%
CC(NC(=O)CCC(=O)c1ccc(F)cc1)C1CC2CCC1C2 (stereo not given),-9,1%,35%,4%,-7%,8%,-4%,-17%,0%,0%,4%
Cc1ccc(C(CC(N)=O)c2ccco2)cc1 (stereo not given),-4,0%,4%,-1%,-6%,0%,2%,2%,1%,-8%,-8%
CC(C)(C)c1cccc(P(=O)(c2ccccc2)c2ccccc2)c1O,-17,11%,-10%,1%,-2%,-7%,3%,-16%,?,1%,-8%
O=C(Nc1ccccc1C(=O)Nc1ccccc1)c1cccs1,-4,2%,9%,-7%,2%,0%,3%,8%,-13%,-1%,3%
CC(c1ccco1)N(C(=O)c1cccc(S(=O)(=O)N(C)C)c1)c1ccccn1 (stereo not given),7,2%,-1%,7%,-3%,-3%,-8%,-18%,?,1%,1%
Cc1c(C(=O)N(C)CCc2cnn(C)c2)oc2c(F)cccc12,-10,6%,0%,-2%,-6%,4%,-1%,-7%,-26%,-2%,11%
Cc1c(C)n(C(=O)CSc2nncn2C)c2ccccc12,-4,1%,-16%,-1%,-2%,-3%,-1%,6%,-4%,0%,10%
CCCn1c(N2CCN(C(=O)NCc3ccccc3)CC2)nc2ccccc21,2,3%,12%,0%,-2%,-5%,-5%,-11%,?,-2%,0%
Clc1ccc2nnnc(-c3ccccc3)c2c1,-2,11%,-37%[inhibitor],0%,-2%,25%,0%,?,?,-1%[46.1 µM],-3%
CC1CCCCN1CCCn1c(=S)[nH]c2ccccc2c1=O (stereo not given),0,6%,-11%,3%,-1%,2%,-1%,9%,7%,1%,-13%
O=C(NCCN1CCOCC1)C(=O)NCC1CCCO1 (stereo not given),31,-10%,5%,5%,0%,-3%,-2%,2%,0%,-2%[46.1 µM],0%
O=C(CSc1ncnc2ccccc12)NCC(=O)c1ccccc1,-22,1%,-14%,0%,-2%,13%,5%,15%,-21%,0%,0%
O=C(CNCc1ccccc1)NCCCN1CCCC1=O,-4,1%,7%,-1%,-3%,-11%,2%,2%,-1%,2%,2%
CC(c1ccccc1)N1C(=O)c2ccccc2C1O (stereo not given),-1,-6%,16%,-1%,-1%,0%,1%,11%,?,4%,5%
COC(C(=O)N/N=C/c1ccc(OCC(=O)N2CCOCC2)cc1)c1ccccc1 (stereo not given),-4,12%,23%,1%,-3%,1%,-2%,13%,1%,3%,-4%
COc1cccc(CNC(=O)C2CCN(c3nn4c(=O)cc(C)nc4s3)CC2)c1,26,21%,16%,2%,-14%,-1%,15%,7%,-9%,1%,-7%
Cn1ccnc1C(O)(c1nnc(-c2ccccc2)o1)C(F)(F)F (stereo not given),1,2%,3%,-5%,-4%,-2%,0%,?,-18%,1%,-11%
c1ccc2nc3c(nc2c1)c1ccccc1n3CCN1CCOCC1,-4,-9%,1%,-2%,-7%,5%,1%,?,?,-4%,-30%
O=S(=O)(c1ccc(Cl)cc1)N1CCN=C1SCc1ccc(Cl)c(Cl)c1,-20,0%,1%,2%,3%,-5%,0%,-3%,-5%,-3%[46.1 µM],1%
COc1ccc(S(=O)(=O)Nc2ccc(S(=O)(=O)N3CCOCC3)cc2)cc1,-9,14%,?,0%,-7%,-1%,2%,-4%,2%,0%,11%
CCC(C)NCCOCCOc1ccc(Cl)c(C)c1C (stereo not given),3,3%,-50%[inhibitor],0%,-2%,-11%,-1%,1%,?,1%[46.1 µM],-1%
CN(C)S(=O)(=O)c1ccc(C(=O)OCC2COC(C)(C)O2)cc1 (stereo not given),4,6%,-5%,-3%,-6%,-5%,0%,11%,7%,-5%,7%
Cc1cc(C(F)(F)F)n(-c2nc(C(=O)Nc3ccccc3Oc3ccccc3)cs2)n1,3,-2%,·,·,·,-1%,6%,4%,2%,·,12%
CC(C)NC(=O)c1nn2c(C(F)(F)F)cc(-c3ccco3)nc2c1Cl,-6,3%,-15%,2%,?,-3%,6%,-2%,-7%,4%,3%
C/C(=N\NC(N)=O)c1ccc(Cl)s1,10,-1%,-11%,-2%,-3%,0%,-13%,13%,9%,-5%,9%
O=C(Nc1nc2c(s1)CCCC2)C1CCCN1C(=O)c1cccs1 (stereo not given),11,2%,4%,1%,-2%,-1%,1%,2%,0%,1%,-27%
COCCCNC(=O)CCn1c(=O)c2ccccc2n(CC(=O)Nc2ccc(C)cc2C)c1=O,5,2%,-12%,-1%,-1%,-4%,-1%,0%,17%,-3%,-1%
O=c1cc(-c2ccccc2)nc2nc[nH]n12,-2,1%,32%,4%,-10%,0%,0%,0%,-3%,-5%,5%
Cc1ccc(S(=O)(=O)NCCC(=O)NNc2c(F)c(F)cc(F)c2F)cc1,·,5%,1%,-2%,2%,·,4%,14%,-6%,-6%,1%
Cc1ccc2cc(C#N)c(N3CCCN(C(=O)C4CCCO4)CC3)nc2c1C (stereo not given),0,1%,-4%,148%[activator],-3%,-2%,3%,?,10%,-7%,11%[15.4 µM]
COc1ccccc1Nc1nc(C)cc(C)c1C(N)=O,-7,0%,2%,-1%,-1%,-2%,-16%,-2%,4%,4%,3%
Cc1ccc(NC(=O)N2CCCC2C(=O)NCc2ccc3c(c2)OCO3)cc1 (stereo not given),3,2%,?,-1%,-3%,1%,-12%,-2%,-5%,-5%,5%
CCC(C)Oc1nc2ccccc2nc1NS(=O)(=O)c1ccccc1 (stereo not given),12,0%,31%,-8%,-4%,-3%,1%,7%,28%,·,12%
CCOP(=O)(OCC)c1ccccc1OCP(C)(=O)COc1ccccc1P(=O)(OCC)OCC,0,-16%,2%,-4%,-3%,3%,0%,21%,4%,5%,-7%
CCOC(=O)C1=C(N)OC2=C(C(=O)CCC2)C1c1sccc1C (stereo not given),-7,-8%,-23%,1%,-6%,11%,?,28%,-3%,-3%[46.1 µM],0%
CCNC(=O)c1ccc(NC(=O)CC2SC(N3CCCCC3)=NC2=O)cc1 (stereo not given),17,-2%,11%,3%,-9%,-6%,-3%,?,0%,-4%,22%
